Screening results: PubChem, National Center for Advancing Translational Sciences (NCATS)
RORgamma inh = blocks mouse ROR gamma transcriptional activity; Potency, µM (highest dose often 53.6 µM), without a hit: at the top dose activity change, negative = inhibition, most hits filed as inhibitors; P51450; Drosophila S2 Gal4-RORgamma UAS-luciferase reporter, 20 h; 310,000 compounds, 5.4% hits; further: on the % scale 0 is the no-effect control and ±100 the full control effect; nearly all actives have a fitted effect of over 60% in size
Target sequence (P51450 whole entry, looked up, the tested form may be a part): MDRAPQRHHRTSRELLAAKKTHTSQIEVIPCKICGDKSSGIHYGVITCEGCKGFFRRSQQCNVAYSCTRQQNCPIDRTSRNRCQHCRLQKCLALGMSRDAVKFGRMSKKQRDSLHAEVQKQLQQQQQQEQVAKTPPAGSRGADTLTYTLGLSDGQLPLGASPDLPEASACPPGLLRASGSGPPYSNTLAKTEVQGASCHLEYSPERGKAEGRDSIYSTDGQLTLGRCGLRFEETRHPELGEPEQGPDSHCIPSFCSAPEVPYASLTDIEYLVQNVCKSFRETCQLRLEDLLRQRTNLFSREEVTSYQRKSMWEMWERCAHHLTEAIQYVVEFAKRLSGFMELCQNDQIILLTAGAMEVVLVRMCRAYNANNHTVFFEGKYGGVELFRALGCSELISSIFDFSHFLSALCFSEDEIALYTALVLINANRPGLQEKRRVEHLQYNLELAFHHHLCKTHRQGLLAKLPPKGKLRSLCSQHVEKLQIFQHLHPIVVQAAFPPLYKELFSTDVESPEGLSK
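Stably transfected Drosophila Schneider cells are the test system, with ROR gamma fused to Gal4 and luciferase under UAS control; luminescence is read after 20 hr of 700 uM copper sulfate induction at ambient temperature.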
p53 reactivation = restores transcriptional activity of mutant p53; 320,000 compounds, 0.063% hits; H1299 p53-A138V BP100-luciferase reporter, luminescence, 24 h; Potency, µM (highest dose often 92.2 µM), for inactives: top-dose activity change, positive = activation, hits mostly activators; further: % of control where 0% means no effect; nearly all actives have a fitted effect of over 45% in size
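H1299 (p53-null), stable ts p53-A138V + BP100-Luc; 1000 cells/well, Opti-MEM/10% FBS; cpd 4 pt, 1:5; 24 h, 37 deg C, 5% CO2; detection reagent 10 min RT; luminescence.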
FLuc modulator = inhibits or activates purified firefly luciferase, miR-21 counter-screen; AID 588342; P08659; 360,000 compounds, 6.9% hits; Potency, µM (doses to about 57.5 µM), without a hit: top-dose activity change, negative = inhibition, usual class: inhibitors; purified FLuc, Km substrates, luminescence inhibition;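 further: plate controls were vehicle for no effect and reference inhibitor for full effect; nearly all actives have a fitted effect of over 55% in size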
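Biochemical qHTS of compounds, final roughly 60 µM downward over six points, against 10 nM purified firefly luciferase using Km concentrations of substrates (10 uM D-luciferin, 10 uM ATP) in Tris acetate pH 7.5 buffer; luminescence output.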
NPC1 prom act = activators of NPC1 promoter | Huh7 NPC1 promoter luciferase reporter, 24 h | Potency, µM (highest dose often 9.22 µM), inactives show at the top dose activation, usual class: activators | 320,000 compounds, 2.4% hits;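 further: % of control where 0% means no effect; nearly all actives have a fitted effect of over 60% in size; reporter is driven by a mutant NPC1 promoter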
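Luciferase expression driven by the NPC1 promoter was measured in stably transfected Huh7 cells after a 24 h compound incubation, using a luciferase reagent and a luminescence read.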
uPA generation = blocks generation of uPA at the cell surface; cell surface uPA generation assay, qHTS; Potency, µM (doses to about 38.3 µM), inactives show at the highest dose activity change, negative = inhibition, actives largely listed as inhibitors; 330,000 compounds, 0.31% hits; active means well fitted inhibition curve with a large enough effect; inconclusive means small, poorly fitted or top-dose-only effect; inactive means no such curve, though single readings can be large or run the other way; tested in mouse RAW 264.7 cells; further: on the % scale 0 is the no-effect control and ±100 the full control effect; nearly all actives have a fitted effect of over 55% in size
CXXC DNA block = MLL CXXC-DNA interaction inhibition | MLL-CXXC / FITC-HOXA9 DNA fluorescence polarization | 290,000 compounds, 0.037% hits | Potency, µM (top dose mostly 115 µM), inactives show top-dose activity change, negative = inhibition, usual class: inhibitors; active means well fitted inhibition curve with a large enough effect in the polarisation, with a control signal flat, not every such curve was filed as active; inconclusive means small, poorly fitted or top-dose-only effect, or effect the other way, or a change in a side signal; inactive means no such curve, though single readings can be large or run the other way; the % refers to the polarisation
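Purified MLL-CXXC (added from a 7 uM solution) was preincubated 5 min at ambient with pinned compounds in 50 mM Tris-HCl pH 7.5, 50 mM NaCl, 1 mM DTT, 0.05% BSA. Fluorescein-labeled HOX-A9 DNA (50 nM solution) followed, 30 min, then polarization read.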
MBNL1-CUG inh = inhibitors of human MBNL1 binding to CUG repeat RNA. 280,000 compounds, 0.036% hits. Potency, µM (titrated, usually from 57.5 µM), inactives show at the top dose activity change, negative = inhibition, hits mostly inhibitors. Q9NR56. AID 2675. TR-FRET MBNL1-His/biotin-(CUG)12 binding, 665/545 ratio; active means well fitted inhibition curve with a large enough effect in the signal ratio, with a control signal flat, not every such curve was filed as active; inconclusive means small, poorly fitted or top-dose-only effect, or effect the other way, or a change in a side signal; inactive means no such curve, though single readings can be large or run the other way; the % refers to the signal ratio; further: on the % scale 0 is the no-effect control and ±100 the full control effect
Target sequence (Q9NR56 whole entry, looked up): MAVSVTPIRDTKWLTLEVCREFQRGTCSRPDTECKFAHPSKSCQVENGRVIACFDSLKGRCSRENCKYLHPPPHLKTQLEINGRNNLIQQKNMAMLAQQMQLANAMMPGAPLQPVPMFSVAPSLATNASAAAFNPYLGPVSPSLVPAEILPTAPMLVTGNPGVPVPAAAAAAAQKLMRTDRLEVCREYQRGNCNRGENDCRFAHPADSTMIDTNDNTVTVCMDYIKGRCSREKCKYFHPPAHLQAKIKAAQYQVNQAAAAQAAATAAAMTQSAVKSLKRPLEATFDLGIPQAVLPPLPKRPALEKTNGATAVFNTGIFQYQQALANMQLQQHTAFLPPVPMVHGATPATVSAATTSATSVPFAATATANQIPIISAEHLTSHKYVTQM
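His-tagged MBNL1 binding to biotinylated (CUG)12 RNA was measured by TR-FRET using terbium anti-His antibody (0.055 ng/ul final) and streptavidin-XL665 (5 nM final). Compounds were titrated 92 nM to 58 uM; 60 min at room temperature.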
VP16 counter = inhibits Gal4-VP16 luciferase reporter, ROR gamma counter-screen; Drosophila S2 Gal4-VP16 UAS-luciferase, luminescence, 20 h; Potency, µM (series often up to 53.6 µM), inactives show at the highest dose activity, negative = inhibition, hits mostly inhibitors; 310,000 compounds, 3.5% hits; AID 2546;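 further: Gal4-VP16 expression switched on by copper sulfate through the metallothionein promoter; on the % scale 0 is the no-effect control and ±100 the full control effect; nearly all actives have a fitted effect of over 50% in size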
Rab9 promoter act = activates the Rab9 promoter; 320,000 compounds, 2.8% hits; Huh7 Rab9 promoter-luciferase reporter, luminescence, 24 h; Potency, µM (series often up to 9.22 µM), for the others: at the top dose activation, negative = inhibition, most hits filed as activators; further: % of control where 0% means no effect; nearly all actives have a fitted effect of over 60% in size
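Quantitative HTS format; Huh7 Rab9-luciferase reporter cells (1500/well) receive compound 2 h post-plating, incubate 24 h at 37 °C, then get luciferase reagent for 10 min before luminescence reading.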
BRCA1 expr up = BRCA1 expression activation; MCF7-BRCA1-FFLuc reporter, luminescence, 48 h; response scale: scaled: vehicle 0%, 10 µM genistein 100%; Potency, µM (highest dose often 46.1 µM), for inactives: at the top dose activation, hits mostly activators; 380,000 compounds, 1.1% hits; AID 624202; further: nearly all actives have a fitted effect of over 80% in size; some results filed as inactive show a strong effect at the top dose
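Reporter cells (MCF7, BRCA1 promoter-firefly luciferase) received library compounds across a concentration series for 48 h. End-point luminescence was measured and concentration-effect curves derived after normalization.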
ELG1 genotoxic = induces genotoxicity in HEK293T cells with luciferase-tagged ELG1 | HEK293T ELG1-luciferase reporter, luminescence, 16 h | Potency, µM (top dose mostly 46 µM), without a hit: at the highest dose activity change, positive = activation, most hits filed as activators | 330,000 compounds, 1.3% hits; further: % of control where 0% means no effect; nearly all actives have a fitted effect of over 60% in size
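Luminescence read-out: rising ELG1-luciferase signal, reflecting elevated ELG1 protein under genetic stress, flags genotoxic compounds. Cells were treated for 16 hr at 37 °C before ONE-Glo detection.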
Starred values were filed as active, the others as inactive; i = inactive; ? = inconclusive; · = no result given; & = joins results of further samples; [ ] = remark or other dose. Unless noted, the call rests on the fitted dose curve; in most records, active means well fitted curve in the direction sought with a large enough effect; inconclusive means small, poorly fitted or top-dose-only effect, or another doubt; inactive means no such curve, though single readings can be large; an effect the other way counts as inactive or inconclusive. Potency means the concentration at half of the fitted maximal effect. Only part of the results is shown. The share of hits here may be higher or lower than overall.

structure	RORgamma inh	p53 reactivation	FLuc modulator	NPC1 prom act	uPA generation	CXXC DNA block	MBNL1-CUG inh	VP16 counter	Rab9 promoter act	BRCA1 expr up	ELG1 genotoxic
COCCCNC(=O)CCC(=O)NNc1nc2ccccc2c2nc(-c3ccccc3)nn12	?	11%	?	-4%	-2%	?	2%	-8%	-5%	-16%	-2%
COc1ccc(C2CC(c3ccccc3Cl)Nc3ncnn32)cc1OC (configuration not stated)	12%	-32%[inhibitor]	-7%	-3%	-7%	-4%	-14%	-4%	-3%	7%	0%
O=C(/C=C/c1ccccc1)C1=C(O)C(=O)N(CCO)C1c1ccccc1[N+](=O)[O-] (configuration not stated)	-2%	3%	?	1%	2%	-22%	?	-2%	20%	0%	-3%
CCN(c1ccc(NC(=O)COC(=O)c2ccc(C)s2)cc1)C(C)C	4%	5%	?	-2%	-3%	5%	-2%	8%	2%	2%	-2%
O=c1[nH]c2c(s1)C(c1ccccc1)C1C3CCC(C3)C1S2 (configuration not stated)	19%	4%	8%	-3%	2%	10%	3%	5%	1%	-34%	2%
COc1ccc(-c2nn(-c3ccccc3)cc2/C=N/NC(=S)NC(C)C)cc1OC	1.4µM*	-6%	-18%	-7%	2%	-2%	9%	2.2µM*	0%	-25%	-1%
O=c1oc2cc(Cl)ccc2n1CSc1nc2ccccc2s1	-6%	?	8.5µM*	?	-11%	3%	-5%	23%	?	7.9µM*	15µM*
Cc1ccc(C(=O)NNC(=O)CSc2nnc(C(C)C)n2C)cc1	-35%	4%	1%	0%	0%	-2%	0%	-6%	-4%	-18%	0%
COc1cc(NC(=O)CN2CCC(C)CC2)c(C)cc1[N+](=O)[O-]	?	?	-16%	14%	2%	-13%	-5%	25%	20%	75%	9%
COc1cccc(-c2nc(CS(=O)(=O)CC(=O)NC3CC3)c(C)o2)c1	6%	-1%	2%	0%	3%	14%	-5%	-2%	-4%	6%	0%
COc1cccc(NC(=O)N2CCc3ccccc3C2)c1	-1%	3%	17µM*	4µM*	0%	8%	-8%	-6%	2.8µM*	11µM*	?
CCCCN(C)C(=O)C1CCC(CNS(=O)(=O)c2ccc3c(c2)CC(C)N3C(C)=O)CC1 (configuration not stated)	14%	-1%	0%&-6%	-4%	-9%	?	-7%	11%	-3%	-22%	-3%
COc1ccc(CN(Cc2nc3ccccc3c(=O)[nH]2)C(=O)NC2CCCCC2)cc1	13µM*	-4%	0%	-3%	2%	1%	-7%	?	0%	-36%	-2%
CCN(CC)C(=O)COc1ccc2oc(C)c(C(=O)OC(C)C)c2c1	-12%	-8%	-3%	-1%	-2%	-5%	-2%	7%	8%	-14%	-1%
COC(=O)c1ccc(Cl)cc1NC(=O)/C=C/c1ccc(C)o1	?	6%	-11%	6%	3%	1%	·	?	7%	-37%	2%
NCCOc1ccccc1Cc1ccccc1	22%	1%	-1%	2%	3%	-4%	-6%	-10%	-3%	-21%	-6%
COc1ccc(NC(=O)C/C(C)=N/NC(=O)c2cnccn2)c(OC)c1	-12%	5%	2%	-5%	4%	-5%	-3%	-9%	0%	-9%	2%
Cn1nnnc1SCC(=O)NCCCc1ccccc1	33%	-3%	-4%	1%	0%	-2%	-6%	2%	-3%	5%	3%
COc1cc(-c2nc(-c3cccc(C)c3)no2)cc(OC)c1OC	37%	7%	?	8%	-10%	-6%	7%	-12%	5%	22%	1%
C/C(=N\NC(=O)CNC(=O)c1cccnc1)c1cccc(O)c1	32%	0%	-2%	1%	0%	11%	4%	-4%	-2%	-6%	0%
CCOC(=O)N1CCC(NC(=O)C2CCCN(S(C)(=O)=O)C2)CC1 (configuration not stated)	2%	-2%	4%	0%	6%	5%	-9%	1%	-8%	-1%	3%
COc1cc(/C=N/NC(N)=O)ccc1OC(=O)c1cccs1	-19%	-4%	-8%	0%	1%	94%[activator]	16%	7%	-7%	5%	3%
CS(=O)(=O)N(CC(=O)NCc1cccnc1)C1CCCCC1	-5%	2%	-1%	-3%	0%	4%	4%	5%	4%	-2%	-1%
C=CC[n+]1c(C)csc1Nc1ccc(C)cc1	?	15%	?	-1%	2%	14%	-2%	6%	14%	47%	3%
CCOc1ccccc1N1CCN(S(=O)(=O)c2cc(C)ccc2OC)CC1	?	11%	17µM*	?	2%	-3%	4%	?	2.5µM*	-12%	?
O=C(CNC(=O)c1cccnc1)N/N=C/c1ccc(O)cc1O	-34%	6%	-17%	-2%	3%	?	3%	-24%	4%	-27%	2%
CCc1ccc(CN2CCSCC2)cc1	-19%	-3%	-1%	-1%	5%	8%	-6%	2%	-5%	-13%	-4%
O=[N+]([O-])c1cc(/C=N/Nc2nc(N3CCOCC3)nc(N3CCOCC3)n2)ccc1Cl	?	1%	1%	-2%	14%	1%	0%	-1%	-1%	-1%	1%
COc1ccc(S(=O)(=O)N(C)CC(=O)NCCC2=CCCCC2)cc1C	1%	-3%	0%	-1%	·	1%	3%	-5%	-5%	3%	-2%
O=C(CNC(=O)c1ccncc1)N/N=C/c1ccccc1[N+](=O)[O-]	12%	-3%	-2%	-1%	9%	3%	?	2%	-3%	22%	-13%
O=C(Nc1ccc2oc(-c3ccccc3F)nc2c1)c1cncc(Br)c1	19%[0.365 µM]	?	-10%	13%	3%	33%[activator]	3%	·	14%	79%	29%
Cn1c(SCc2ccc(Cl)cc2Cl)nc(C(F)(F)F)cc1=O	-2%	-7%	0%	0%	-7%	-3%	-3%	-3%	-4%	4%	-3%
COc1ccc(CCNC(=O)COC(=O)/C=C/c2cc(OC)c(OC)c(OC)c2)cc1OC	-19%	-2%	-3%	-1%	-11%	-6%	·	0%	-2%	-1%	6%
COCCNC(=O)Cn1cc(/C=C(\C#N)C(=O)NC2CC2)c2ccccc21	31%	-2%	-4%	0%	5%	2%	?	-9%	-52%[inhibitor]	-1%	0%
O=C(NCCc1ccc(S(=O)(=O)N2CCCC2)cc1)c1cccs1	?	22%	-3%	0%	1%	-1%	-3%	0%	0%	13%	-1%
Cc1noc(C)c1COc1cccc(C(=O)NCCc2c[nH]c3ccccc23)c1	15%	2%	-10%	-19%	-15%	-20%	-4%	-12%	-5%	-17%	-11%
Cc1cc(C(=O)Nc2nc(-c3ccccn3)cs2)ccc1[N+](=O)[O-]	1.1µM*	28%	?	-2%	-1%	-1%	49%[activator]	2.8µM*	-23%	-77%	2%
CCN(c1ccc(N=Cc2c(O)n(Cc3ccc(OC)cc3)c(=O)c3ccccc23)cc1)C(C)C	-43%	-5%	-8%	-8%	-4%	?	·	5%	-7%	-18%	-1%
Cc1cc(C)cc(NC(=O)CN(C)S(=O)(=O)c2cccc3nsnc23)c1	5%	-13%	-6%	0%	3%	-7%	?	-5%	0%	-46%	-2%
CCCCOC(=O)Oc1ccc2c(=O)c(Oc3cccc(C)c3)coc2c1	?	?	-15%	9%	4%	148%[activator]	-11%	?	20%	19%	25%
CC(=O)N1CCN(c2ccc(NC(=O)c3ccc(Cl)cc3)cc2)CC1	4%	·	-2%	-1%	19%	-3%	0%	2%	4%	1%	1%
COc1ccc(NS(=O)(=O)c2ccc3c(c2)oc(=O)n3C)cc1Cl	8%	-7%	-4%&5%	-1%	-10%	6%	-7%	-3%	-7%[1.84 µM]	-28%&-10%	-2%
CCCCCC(=O)N/N=C/c1ccc([N+](=O)[O-])o1	-18%	·	-2%	6%	·	-2%	?	-27%	0%	-91%[inhibitor]	·
O=c1[nH][nH]cc1C=Nc1ccc(Oc2ccccc2)cc1	12%	0%	?	-5%	7%	10%	2%	-12%	26%	-5%	14%
C#CCOCCOCCOCCNc1nc(N2CCN(C(=O)[C@H]([C@@H](C)CC)n3cc(CCCN=C(N)N)nn3)CC2)nc(N2CCN(C(=O)[C@H](C)n3cc(CCCN=C(N)N)nn3)CC2)n1	-8%	-1%	-5%	-3%	4%	i	-11%	-2%	-2%	-6%	4%
O=S(=O)(Cc1cc(-c2ccccc2Cl)no1)c1ccccc1	-4%	1%	17µM*	?	-6%	-1%	-7%	-4%	2.8µM*	?	?
